# Screens deposited in PubChem BioAssay by The Scripps Research Institute Molecular Screening Center.
# Tn6 DDE FP: DD(E)-Tn6 binding inhibition, primary FP screen. P02675. inhibition, % at 8.3 µM. Fibrin DD(E) TRITC-Tn6 fluorescence polarization displacement. hit rate 0.21% among 370,000;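 active means inhibition above a per-campaign cutoff: mean of compounds within control limits plus 3 SD, cut at about 15% in these data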;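 further: 0% = median of all compound wells on the plate and 100% = blocking peptide control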
# Tn7 DDE FP: DD(E)-Tn7 binding inhibition, primary FP screen; FP displacement of FITC-Tn7 peptide from fibrin DD(E); 0% = median of compound wells per plate; inhibition, % at 8.3 µM; hit rate 0.13% among 370,000;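 active means inhibition above the mean of compounds falling within the control limits plus 3 SD of them, cut at about 14% in these data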;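 further: 0% = plate median of compound wells and 100% = 10 µM Aha-Tn7 peptide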
#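 System: human fibrin DD(E); quantity: Fibrin-DD(E) at 2 µM final; also added: fluorescent Tn7 probe at 0.1 µM; compound dosing: single nominal test concentration of 8.3 µM per compound; schedule: 10 min preincubation, 3 h with tracer, room temperature; detection: fluorescence polarization of the labelled Tn7 tracer; repeats: one replicate per compound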
# PRMT1 inh: inhibitors of human PRMT1; Q99873; recombinant PRMT1, activity-based probe fluorescence polarization; inhibition, % at 2.79 µM; hit rate 1.3% among 370,000; AID 652257;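 active means inhibition above about 21% made by adding two undisclosed values, limit read from the data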
# Target sequence (Q99873 whole entry, looked up): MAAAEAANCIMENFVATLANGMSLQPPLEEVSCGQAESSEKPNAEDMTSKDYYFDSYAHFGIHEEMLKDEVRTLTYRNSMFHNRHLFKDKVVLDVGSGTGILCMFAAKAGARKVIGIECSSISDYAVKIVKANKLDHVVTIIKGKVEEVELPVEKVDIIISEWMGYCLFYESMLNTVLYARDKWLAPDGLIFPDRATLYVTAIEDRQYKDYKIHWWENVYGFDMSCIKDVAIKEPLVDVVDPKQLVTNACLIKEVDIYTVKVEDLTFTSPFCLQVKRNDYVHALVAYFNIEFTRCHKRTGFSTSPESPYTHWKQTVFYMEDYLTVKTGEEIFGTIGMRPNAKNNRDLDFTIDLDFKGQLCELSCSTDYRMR
# SIAE inh: blocks human sialic acid acetylesterase; Q9HAT2; SIAE FP-Rh probe binding, fluorescence polarization; inhibition, % at 9.66 µM; hit rate 0.69% among 370,000; AID 1053197;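 active means inhibition above a cutoff: mean of compounds within the control limits plus 3 SD of those, cut at about 17% in these data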;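 further: 0% = plate median of compound wells and 100% = probe without SIAE protein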
# TDP2 inh: blocks human TDP2 phosphodiesterase activity; inhibition, % at 12.8 µM; hit rate 0.34% among 370,000; AID 720702; recombinant TDP2, T5PNP hydrolysis, p-nitrophenol absorbance 415 nm; O95551;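 active means inhibition above the mean of all tested compounds plus 3 SD, set per campaign, cut at about 25% in these data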;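 further: 0% = DMSO with enzyme and 100% = buffer with substrate but no TDP2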
# Target sequence (O95551 whole entry, looked up): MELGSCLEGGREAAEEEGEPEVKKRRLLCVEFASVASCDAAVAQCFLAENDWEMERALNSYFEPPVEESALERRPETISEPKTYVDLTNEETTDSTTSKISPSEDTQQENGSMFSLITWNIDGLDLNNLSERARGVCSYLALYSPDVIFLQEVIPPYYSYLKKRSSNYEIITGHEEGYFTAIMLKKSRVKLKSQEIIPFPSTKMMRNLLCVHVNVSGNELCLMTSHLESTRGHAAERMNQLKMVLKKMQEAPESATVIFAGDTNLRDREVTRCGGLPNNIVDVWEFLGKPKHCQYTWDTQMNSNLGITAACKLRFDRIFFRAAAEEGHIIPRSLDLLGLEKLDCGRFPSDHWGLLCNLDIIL
#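 Evaluation: % inhibition relative to enzyme-containing and enzyme-free wells. Material: recombinant human TDP2. Benchmarks: enzyme-free and DMSO wells. Timing: enzyme reaction with compound for 2 h at 37 °C. Compound dosing: 12.8 µM only. Measured by: p-Nitrophenol epi absorbance. Reagent: T5PNP substrate at 5 mM, a TopII-DNA adduct mimic. Replication: single well per compound.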
# UHRF1 MBD2 ctr: UHRF1 methyl-DNA binding inhibition; hit rate 0.75% among 370,000; inhibition, % at 4.4 µM; UHRF1 binding to methylated oligo, TR-FRET; in the data active means inhibition above about 21%;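 further: UHRF1 SRA domain binding a hemimethylated CpG hairpin DNA probe; 0% = median of test compound wells and 100% = reference inhibitor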
# TCR-CD3 inh: blocks the human TCR-CD3 interaction. TAMRA-labeled TCR probe fluorescence, biochemical. inhibition, % at 9.4 µM. hit rate 0.37% among 360,000. AID 651800; in the data active means inhibition above about 19%;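 further: recombinant mutant TCR 2C K166C tagged with TAMRA read by polarization; 0% = receptor in buffer alone and 100% = receptor with positive control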
# MBD2 DNA inh: MBD2-methylated oligo binding inhibition; Q9UBB5; TR-FRET, MBD2 binding to methylated oligonucleotide; inhibition, % at 4.4 µM; hit rate 0.31% among 370,000; AID 686964; in the data active means inhibition above about 13%
# proKLK7 act: proKLK7 (human) activation, primary screen. purified proKLK7, EDANS-DABCYL substrate fluorescence; 100% is mature enzyme control, 0% vehicle. activation, % at 7 µM. hit rate 0.9% among 370,000. AID 652039;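 active means activation above the mean of all tested compounds plus 3 SD, computed per campaign excluding outliers beyond control limits, cut at about 13% in these data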
# Target sequence (P49862 whole entry, looked up): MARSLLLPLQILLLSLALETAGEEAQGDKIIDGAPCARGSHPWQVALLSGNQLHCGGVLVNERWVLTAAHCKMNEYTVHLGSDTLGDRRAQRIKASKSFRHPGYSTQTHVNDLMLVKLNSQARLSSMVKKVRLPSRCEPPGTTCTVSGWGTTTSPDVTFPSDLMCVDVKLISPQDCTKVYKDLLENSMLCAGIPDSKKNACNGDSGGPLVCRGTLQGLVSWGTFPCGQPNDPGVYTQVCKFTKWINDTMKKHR
# LEDGF integ inh: blocks HIV-1 LEDGF/p75-dependent DNA integration; hit rate 0.64% among 370,000; inhibition, % at 3.7 µM; AID 743269; TR-FRET IN-LEDGF/p75 DNA integration, Eu/Cy5;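 active means inhibition above the screen-wide mean plus 3 SD, cut at about 13% in these data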;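 further: signal is the Cy5 over europium emission ratio at 671 and 618 nm; 0% = plate median of compound wells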
# Numbers without * were called inactive. Rows were taken by chance. About 4.6% of those tested had a hit in this group.
SMILES,Tn6 DDE FP,Tn7 DDE FP,PRMT1 inh,SIAE inh,TDP2 inh,UHRF1 MBD2 ctr,TCR-CD3 inh,MBD2 DNA inh,proKLK7 act,LEDGF integ inh
Cc1cc(C)n2ncc(C(=O)Nc3cccc(O)c3)c2n1,-4,2,5,-2,-3,-1,-4,4,0.1,-1
Cc1ccc(C(C(=O)NC(C)(C)C)N(C(=O)c2csnn2)c2ccccc2F)o1 (stereo unspecified),8,5,-1,0,4,-1,8,1,-0.6,-1
CSCCC(NC(=O)c1ccco1)C(=O)NCCc1ccc(F)cc1 (stereo unspecified),0,9,-3,3,2,-1,-1,1,0.4,-1
CN1CC[C@]23c4ccccc4N[C@H]1[C@]21CCN(C)[C@H]3Nc2ccccc21,-1,0,2,-2,-3,-2,1,3,0.6,-2
CNc1snc(C)c1C(=O)OCC(=O)NCc1ccccc1OC,-3,-5,1,1,3,0,0,1,0.0,-3
CCCCOC(=O)C1C2C=C[C@]3(CN(C(C)c4ccc(OC)cc4)C(=O)[C@H]13)O2 (stereo partly specified),-5,-7,-3,-2,4,0,1,1,-0.5,-3
COC(=O)N(C)C[C@H]1OCc2cnnn2CCCC(=O)N([C@@H](C)CO)C[C@H]1C,4,0,-1,11,-3,-1,-2,-1,0.7,0
CC(=O)NS(=O)(=O)c1ccc(N=c2ssc3c2-c2cc(C)c(C)cc2NC3(C)C)cc1,9,-2,-2,9,3,-1,2,1,0.7,3
O=[N+]([O-])c1ccccc1CCO,1,7,5,-3,-1,-2,-9,5,0.6,7
Cc1cc(NC(=O)CSc2nnc(-c3ccccc3)o2)no1,1,-1,-6,6,7,0,-9,1,0.1,2
O=C(NCCc1ccccc1)C1Cc2c(-c3ccc(Cl)cc3)ccnc2O1 (stereo unspecified),5,0,-2,-2,1,0,-1,-2,0.2,2
COc1cccc(/C=N/NC(=O)CN(CCc2ccccc2)S(=O)(=O)c2ccc(NC(C)=O)cc2)c1,-5,1,4,-28,-9,6,-2,0,0.1,-4
CCn1ccc(C(=O)NC2CCCC2)n1,2,0,0,-6,-9,2,-11,0,-1.0,3
O=C1S/C(=C/c2ccccc2F)C(=O)N1CCN=C1NS(=O)(=O)c2ccccc21,-7,6,4,-14,14,3,0,3,-0.6,-4
COc1ccc(OC)c(C(c2nnnn2Cc2ccccc2)N2CCN(C)CC2)c1 (stereo unspecified),-3,3,2,0,-8,6,2,3,-0.1,4

# Compounds from the list above that contain two or more sulfur atoms, in the order listed:
SMILES,Tn6 DDE FP,Tn7 DDE FP,PRMT1 inh,SIAE inh,TDP2 inh,UHRF1 MBD2 ctr,TCR-CD3 inh,MBD2 DNA inh,proKLK7 act,LEDGF integ inh
CC(=O)NS(=O)(=O)c1ccc(N=c2ssc3c2-c2cc(C)c(C)cc2NC3(C)C)cc1,9,-2,-2,9,3,-1,2,1,0.7,3
O=C1S/C(=C/c2ccccc2F)C(=O)N1CCN=C1NS(=O)(=O)c2ccccc21,-7,6,4,-14,14,3,0,3,-0.6,-4

# The list continues:
SMILES,Tn6 DDE FP,Tn7 DDE FP,PRMT1 inh,SIAE inh,TDP2 inh,UHRF1 MBD2 ctr,TCR-CD3 inh,MBD2 DNA inh,proKLK7 act,LEDGF integ inh
CCCCC(=O)N=c1sc2c(OC)ccc(OC)c2n1C,0,-2,-2,-5,5,-1,5,-1,-0.5,4
COC(=O)C1CCN(C(=O)COC(=O)Cc2c[nH]c3ccccc23)CC1,0,-3,0,5,4,0,0,-1,0.2,-1
O=S(=O)(c1ccc(-c2ccon2)s1)N1CCOCC1,-2,4,5,-6,-4,9,-2,1,-0.1,1
COC(=O)c1ccc(CSc2nc3ccc(S(N)(=O)=O)cc3[nH]2)cc1,1,-3,5,-4,-6,4,-4,0,-0.2,-2
CCOc1ccc(S(=O)(=O)NCCC(=O)NCCOc2ccccc2)cc1,-1,7,3,4,4,2,0,3,-0.6,-2
COC(=O)N/N=C(\CCC(=O)O)c1cccs1,2,-5,-3,0,1,1,4,4,-0.8,-3
O=C(O)c1ccccc1C(=O)Nc1ccccn1,-6,-4,-1,4,11,-2,7,-7,0.8,-1
Cn1c(Cc2cccs2)nnc1SCC(=O)Nc1ccc(F)cc1F,-3,2,2,2,-16,3,-8,4,-0.2,-2
Cn1c(/C=C(\C#N)C(N)=S)ccc1-c1ccc(Br)cc1,-3,1,3,0,5,-4,-6,-1,0.7,-1
Cc1cccc(NC(=O)C2CCCN(S(=O)(=O)c3ccc(-n4cnnn4)cc3)C2)c1 (stereo unspecified),-2,1,-3,-3,8,0,3,2,-0.6,-1
O=C(Cc1ccc(Cl)cc1)N1CCN(c2ccccc2)CC1,2,-2,0,5,5,0,1,2,0.3,-1
Fc1ccc(OCCOCCN2CCNCC2)cc1,2,2,6,-7,-1,1,-3,4,0.1,-4
O=C(CCn1c(=O)[nH]c2ccsc2c1=O)N1CC(=O)N(CCc2ccccc2)C(=O)C1,-1,0,-5,5,2,-3,5,4,-0.5,0
C=C(C)c1cccc(C(C)(C)NC(=O)NCc2ccncc2)c1,0,0,-2,-3,2,2,-5,-2,-0.2,3
Cc1cccc(OCC(=O)N/N=C\C=C\c2ccc3c(c2)OCO3)c1C,3,-3,0,-1,-3,-2,6,2,0.2,3
S=C(NCCC1=CCCCC1)Nc1ccccc1,9,8,-3,7,-6,2,3,-5,0.3,-2
COc1cccc2cc(C(=O)C3=C(O)C(=O)N(CCN(C)C)C3c3ccc(Cl)cc3)oc12 (stereo unspecified),-1,5,4,0,7,-1,-4,6,0.0,-3
Cc1cc(O)cc(O)c1C(=O)Cc1ccccc1,9,-2,-3,0,-13,2,8,2,-0.3,0
COC(=O)[C@@]12C[C@@H](CC(=O)N3CCCC3)C(=O)N(Cc3ccc4c(c3)OCO4)C1=CCC(C)(C)C2,-5,-6,-1,-7,-8,0,-2,-4,0.3,3
O=C(CSc1nc2ccccc2[nH]1)N1CCN(C(=O)c2ccco2)CC1,6,1,7,-10,-7,8,-2,5,-0.5,-2
O=C(CSc1nnc2ccccn12)N1CCc2ccccc21,3,2,-2,-3,-4,-1,3,0,0.3,-1
CCn1c(CCNC(=O)c2ccc(OC)c(OC)c2)nc2ccccc21,-7,1,-1,-7,-13,6,7,5,0.3,4
COC(=O)c1ccc(COC(=O)CNC(=O)c2ccc(-c3ccccc3)cc2)cc1,4,-4,6,-6,-4,20,-2,5,-0.2,-9
CCN1C(=O)c2n[nH]c(C(=O)OC)c2C1=O,2,11,-2,0,9,-5,6,-8,-2.5,-3
COCC(C)n1c(SCC(=O)Nc2cccnc2Cl)nc2ccccc2c1=O (stereo unspecified),-9,-3,-1,-2,1,1,-4,0,-0.2,0
N/C(=N\OC(=O)CCCc1ccccc1)c1cccc([N+](=O)[O-])c1,-1,-3,-2,3,4,-1,2,0,0.4,-2
Nc1ccc(S(=O)(=O)c2ccc(N)cc2)cc1,2,3,-3,-4,-13,0,5,-2,-0.6,-1
CN(Cc1nc2ccccc2s1)C(=O)c1ccc(F)cc1,4,-9,-1,10,1,0,7,-6,0.2,6
COc1ccccc1CCNC(=O)c1c(C)nn(CC(C)C)c1Cl,13,6,1,1,-2,10,7,-1,-0.1,2
CCc1ccc2c(c1)NC(=O)C2(C)Cc1ccc(C(F)(F)F)nc1 (stereo unspecified),5,1,2,0,1,2,2,5,0.4,-8
CCOC(=O)c1sc2nccc(N(C)C)c2c1N=CNOC,-5,-1,-2,-1,3,3,4,6,0.1,-1
O=[N+]([O-])c1ccccc1N/N=C\c1ccccc1Cl,-7,0,1,3,9,3,-8,1,0.1,0
Cc1ccc(C)c(S(=O)(=O)N2CCCC2CNC(=O)C(=O)NC2CCCCCC2)c1 (stereo unspecified),-2,2,5,0,1,3,-3,-6,-0.5,0
O=C(NNC1=NCCC1)c1cccc(S(=O)(=O)N2CCOCC2)c1,3,1,-1,0,4,2,1,0,0.2,-3
COC(=O)CN(c1cccc(F)c1)S(C)(=O)=O,3,-5,0,-1,-7,0,2,1,-0.2,-6
CC(=O)O[C@H](COc1c2ccoc2cc2oc(=O)ccc12)C(C)(C)O,-2,-1,-1,1,12,-2,3,1,3.5,2
Cc1cc(C)c(C)c(OCC(=O)NCC2CCCO2)c1 (stereo unspecified),-1,-7,0,10,-26,2,-11,-3,0.5,-2
Cc1ccc(S(=O)(=O)N2CCN(Cc3nc4ccccc4n3C)CC2)cc1,4,0,0,0,2,-1,0,-2,0.1,-2
CS(=O)(=O)NN1C(=O)c2ccccc2NC12CCCC2,-4,-10,-3,2,-13,1,-1,5,72*,6
CN(C(=O)c1ccc(N2CCOCC2)c([N+](=O)[O-])c1)C1CCCCC1,-2,0,-4,17*,4,-2,1,-1,0.6,1
NC(=O)CSc1nc2sc3c(c2c2ncnn12)CCCC3,-5,4,-2,-2,11,-10,4,0,0.0,2
Cc1ccc(C)c(S(=O)(=O)NCc2ccc(C(=O)N3CCOCC3)cc2)c1,-6,-3,-2,4,25*,1,6,-3,-0.2,5
CCCN1CCN(CC(=O)Nc2nncs2)CC1,-10,-4,-9,16,11,-3,3,-2,-0.2,4
Cc1ccc2nc(N(CCCN(C)C)C(=O)CS(=O)(=O)c3ccccc3)sc2c1,-7,-3,-3,3,9,-2,9,-2,-0.8,-2
C=C(C)CN1C(=O)c2ccccc2C1=O,6,-7,-1,1,-7,-1,-3,-7,-0.1,1
C/C=C/c1ccc(OCCCCN2C(=O)NC(C)(C)C2=O)c(OC)c1,4,1,1,5,-4,-1,0,-1,-0.3,2
COc1cc(/C=N\NC(=O)c2ccc(-c3ccccc3)cc2)ccc1OCC(N)=O,12,2,1,-11,2,0,5,0,-4.6,-1
CCn1c(C)c2c([n+]1CC)CC(C)(C)CC2=O,-1,-11,-1,1,-2,1,4,-3,-0.1,-1
Cn1c(SCC(=O)Nc2ccc3nc(SCC(=O)NC4CC4)sc3c2)nnc1-c1ccccc1,-4,-2,0,-1,2,-1,-3,0,-1.0,1
COC(=O)N/N=C/c1c(C)nn(-c2cccc(Cl)c2)c1Cl,0,-3,2,-7,-8,6,0,4,0.4,-1
CCOC(=O)[C@]12CCCC=C1N(CCC1=CCCCC1)C(=O)[C@H](CC(=O)N1CCSCC1)C2,1,-6,-2,3,-3,0,5,-3,0.1,-2
CC(C)Oc1cc(F)ccc1-c1cc(C(=O)NCC2CCCCC2)[nH]n1,2,-7,1,-5,4,-1,0,-4,-0.3,-2
Cc1ccc(C(O)c2ncc(-c3ccccc3C)[nH]2)cc1 (stereo unspecified),-3,4,6,-5,-8,4,-5,7,-0.2,-3
O=C(CCC(=O)N1CCCC(Nc2ccccc2)C1)c1ccc(F)cc1 (stereo unspecified),-5,0,-9,0,-22,1,0,-3,0.1,-2
CC1CCc2c(sc3ncn(CCO)c(=O)c23)C1 (stereo unspecified),4,-3,-2,-7,3,1,6,-5,-0.5,2
